High-throughput results from PubChem.
IL-1B inflam inh – blocks inflammasome-driven IL-1 beta release. THP-1 LPS/ATP IL-1B secretion, AlphaLISA, 16 h; active compounds read low. activity change, % at 57.5 µM. actives 4.7% (n = 360,000). AID 743279; in the data active means activity change below about -50%; inconclusive means mostly about -30% to -49%; further: on the % scale 0 is the no-effect control and ±100 the full control effect
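Secreted IL-1B measured by AlphaLISA bead assay after 16 h compound exposure of THP-1 cells; compounds (final up to 57.5 uM) added 1 h before LPS (250 ng/mL) and ATP (1.25 mM) stimulation; lower signal means less secretion.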
MCF10A rereplic – DNA re-replication induction in MCF 10a cells; AID 624296; MCF 10A DNA re-replication, Hoechst nuclear intensity, 48 h; actives 2.9% (n = 350,000); Potency, µM (top dose mostly 46.1 µM), for inactives: at the top dose activity, positive = re-replication, most hits filed as activators; further: potency means the concentration at half of the fitted maximal effect; % of control where 0% means no effect; nearly all actives have a fitted effect of over 50% in size
KB-3-1 cytotox – KB-3-1 parental cell cytotoxicity. Potency, µM (top dose mostly 46.1 µM), for the others: at the top dose activity change, negative = cytotoxic, most hits filed as cytotoxic. KB-3-1 viability, CellTiter-Glo ATP luminescence, 72 h. actives 1.4% (n = 400,000); further: potency means the concentration at half of the fitted maximal effect; on the % scale 0 is the no-effect control and ±100 the full control effect; nearly all actives have a fitted effect of over 60% in size
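Multi-concentration cytotoxicity screen in KB-3-1 cells grown in DMEM lacking phenol red with 10% FBS. After 72 h at 37 °C with compound, ATP-dependent luminescence was recorded.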
S2 tox – reduces viability in counter-screen for ATXN expression inhibitors. Potency, µM (titrated, usually from 56.7 µM), usual class: cytotoxic. actives 0.49% (n = 400,000). S2 cells (HEK-293 line with an ATXN2-luciferase reporter) viability, CellTiter-Fluor protease fluorescence, 24 h; further: potency means the concentration at half of the fitted maximal effect; nearly all actives have a fitted effect of over 40% in size
SW480 rerep – inducers of DNA re-replication in SW480 colon cancer cells; SW480 DNA re-replication, Hoechst DNA content imaging, 48 h; actives 1.8% (n = 340,000); AID 624297; Potency, µM (series often up to 46.1 µM), for the others: at the highest dose re-replication activation, hits mostly activators; further: potency means the concentration at half of the fitted maximal effect; % of control where 0% means no effect; nearly all actives have a fitted effect of over 55% in size
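Quantitative HTS format with DMSO vehicle controls; 48 hr drug incubation at 37 C, then 40 min Hoechst staining and scanning imager measurement at 405 nm excitation.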
KB-V1 MDR tox – kills drug-selected multidrug resistant KB-V1 cells; AID 1347076; actives 3.4% (n = 400,000); KB-V1 MDR cells viability, CellTiter-Glo, 72 h; Potency, µM (doses to about 46.1 µM), for the others: at the top dose activity change, negative = cytotoxicity, usual class: cytotoxic; further: potency means the concentration at half of the fitted maximal effect; on the % scale 0 is the no-effect control and ±100 the full control effect; nearly all actives have a fitted effect of over 60% in size
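In this primary screen, KB-V1 cells overexpressing P-gp are incubated with library compounds (lowest to highest concentration) for 72 h at 37 degrees C before a luminescent ATP viability read.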
HT1080-NT tox – kills 2HG-producing HT-1080-NT fibrosarcoma cells; AID 686970; HT-1080-NT fibrosarcoma viability, CellTiter-Glo ATP luminescence, 48 h; actives 1.6% (n = 360,000); Potency, µM (titrated, usually from 46.1 µM), inactives show at the highest dose activity, negative = less viability, most hits filed as cytotoxic;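 further: NT is the 2HG producing partner of a matched IDH1 knockdown line; potency means the concentration at half of the fitted maximal effect; 0% = DMSO-treated cells and -100% = media-only wells without cells; nearly all actives have a fitted effect of over 55% in size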
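Read-out is CellTiter-Glo luminescence after 10 minutes at room temperature, following 48 hours' compound treatment of HT-1080-NT cells (750 cells/well, RPMI, 5% FBS, 37 degrees C).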
HT1080 IDH1KD tx – kills HT-1080 cells with IDH1 knockdown; HT-1080 IDH1 knockdown viability, ATP luminescence, 48 h; Potency, µM (series often up to 46.1 µM), for inactives: at the top dose activity, negative = toxicity, actives largely listed as cytotoxic; actives 2% (n = 360,000);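 further: potency means the concentration at half of the fitted maximal effect; 0% = DMSO wells and -100% = cell-free medium wells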
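HT-1080-IDH1KD cells (IDH1 knocked down), 750/well in RPMI with 5% FBS, treated with compound 48 h at 37 degrees C. Viability by CellTiter-Glo luminescence, normalised to DMSO and no-cell wells; concentration-response curves classed.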
ATXN2 expr inh – reduces ATXN2 reporter expression in HEK-293 cells. HEK-293 ATXN2-luciferase reporter, luminescence, 24 h. Potency, µM (top dose mostly 57 µM), for inactives: at the highest dose activity change, negative = inhibition, usual class: inhibitors. actives 0.72% (n = 360,000); further: potency means the concentration at half of the fitted maximal effect; on the % scale 0 is the no-effect control and ±100 the full control effect; nearly all actives have a fitted effect of over 55% in size
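ATXN2-luciferase reporter cells (luciferase flanked by upstream and downstream ATXN2 gene portions) were treated 24 h at 37 °C with compounds at up to 57 uM. SteadyGlo luminescence gave expression; GF-AFC fluorescence gave viability.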
Numbers without * were called inactive; i = inactive; ? = inconclusive; / = no result given; & = joins results of further samples; [ ] = remark or other dose. Unless noted, the call rests on the fitted dose curve; in most records, active means well fitted curve in the direction sought with a large enough effect; inconclusive means small, poorly fitted or top-dose-only effect, or another doubt; inactive means no such curve, though single readings can be large; an effect the other way counts as inactive or inconclusive.

SMILES	IL-1B inflam inh	MCF10A rereplic	KB-3-1 cytotox	S2 tox	SW480 rerep	KB-V1 MDR tox	HT1080-NT tox	HT1080 IDH1KD tx	ATXN2 expr inh
Nc1c(C(=O)Nc2ccccc2Cl)nnn1-c1ccc2c(c1)OCCO2	-15	?	-14%	?	-13%	-12%	-11%	-21%	6%
O=C(CN1CCOCC1)Nc1ccc(OCc2ccccc2)cc1	0	-1%	-3%	i	-13%	8%	-4%	-12%	16%
N#CCC(=O)Nc1cc(C(F)(F)F)ccc1N1CCOCC1	8	-3%	6%	?	-2%	-3%	-2%	6%	-11%
CCN(C(=O)c1cc2c(=O)n3ccccc3nc2s1)C1CCCCC1	10	?	16%	/	?	?	-14%	-13%	60%[activator]
O=C(CCCOc1ccc(Cl)cc1Cl)N/N=C/c1ccccc1	-21	?	-10%	i	1.6µM*	?	-3%	-4%	8%
CCCNC(=O)c1ccc(C2SCC(=O)N2Cc2ccccc2)cc1 (configuration not stated)	-2	22%	-1%	i	3%	-9%	-3%	9%	0%
Cc1cc(-c2c(C)[nH]n(-c3ccc(Cl)cc3)c2=O)n(-c2ccc(Cl)cc2)n1	42	2%	2%	i	-3%	0%	-25%	?	4%
COc1ccccc1C1CC(c2ccccc2)=NN1C(=S)Nc1ccccc1 (configuration not stated)	0	?	-5%	i	1%	-26%	2%	-13%	/
Cc1cc(Cl)ccc1OCC(=O)OCC(=O)Nc1ccc(Cl)cn1	8	/	-3%	i	/	5%	0%	-1%	/
CC(C)CNC(=S)N1CCN(C(c2ccccc2)c2ccccc2)CC1	-19	13%	-21%	i	-2%	?	-7%	-19%	3%
COc1c(Cl)cc(Cl)cc1/C=C/C(=O)c1ccc(NC(=O)c2cccs2)cc1	-104*	3.7µM*	?	16µM*	6.5µM*	18µM*	21µM*	?	13µM*
CCc1ccccc1NC(=O)c1ccc(Cn2cc([N+](=O)[O-])cn2)cc1	0	-2%	1%	i	1µM*	-43%	-1%	-2%	-14%
CCc1ccc(NC(=O)c2sc3nc(C)c(C(=O)Nc4ccc(C)cc4C)c(-c4ccco4)c3c2N)cc1	/	/	20%	i	/	28%	/	/	-11%
CCN(CC(=O)Nc1c(F)cccc1F)C(=O)c1ccc(-c2ccc(C(C)=O)cc2)o1	-9	9%	9%	i	3%	0%	12%	6%	19%
CNC(=O)NC(=O)CSc1cccc(C(F)(F)F)c1	17	21µM*	-1%	i	11%	-13%	10%	-20%	1%
CCOC(=O)C1CCN(Cc2c(O)c3ccccc3oc2=O)CC1	7	?	-1%	i	3%	?	-7%	-12%	-14%
CCc1nc2ccc(C(=O)NCc3ccccc3OC)cn2c1N(C=O)CCC(C)C	-9	/	0%	i	/	-1%	5%	12%	-13%
CN(Cc1ccccc1)C(=O)CSc1nnc(-c2ccco2)n1-c1ccccc1	-16	2%	-12%	?	-5%	3.7µM*	10%	8%	4%
O=C(COc1ccccc1)OCc1cc(=O)n2nc(C3CC3)sc2n1	/	/	7%	i	/	6%	/	/	7%
COc1ccccc1C(=O)COC(=O)c1cnc(C)cn1	3	-1%	29%	i	-1%	0%	1%	1%	-22%
Cc1ccc(Cc2c(C)nc3nc(SCC(=O)NCCN4CCOCC4)nn3c2C)cc1	8	?	0%	i	0%	-5%	-2%	-9%	1%
COC(=O)C1=C(C)NC(=O)/C1=C\c1cc(C)n(-c2ccccc2C)c1C	-22	27%	-8%	i	7%	-2%	-7%	-30%	14%
COC(=O)c1cc(S(=O)(=O)Nc2c(C)cccc2C)cn1C	13	3%	-21%	i	-5%	0%	0%	5%	-16%
Cc1c(N2C(=O)C(=O)/C(=C(/O)c3ccccc3)C2c2ccc(F)cc2)c(=O)n(-c2ccccc2)n1C (configuration not stated)	4	0%	1%	i	-4%	1%	-1%	-13%	6%
Cc1cc(C)c(NC(=O)Cn2c(=O)n(-c3ccc(F)cc3)c(=O)c3c(C)c(C(=O)N(C)C)sc32)c(C)c1	/	/	8%	i	/	-3%	/	/	10%

Some entries already given, reduced to IL-1B inflam inh, KB-3-1 cytotox and ATXN2 expr inh.
SMILES,IL-1B inflam inh,KB-3-1 cytotox,ATXN2 expr inh
CCc1ccccc1NC(=O)c1ccc(Cn2cc([N+](=O)[O-])cn2)cc1,0,1%,-14%
CCc1ccc(NC(=O)c2sc3nc(C)c(C(=O)Nc4ccc(C)cc4C)c(-c4ccco4)c3c2N)cc1,/,20%,-11%
CCN(CC(=O)Nc1c(F)cccc1F)C(=O)c1ccc(-c2ccc(C(C)=O)cc2)o1,-9,9%,19%
CNC(=O)NC(=O)CSc1cccc(C(F)(F)F)c1,17,-1%,1%
CCOC(=O)C1CCN(Cc2c(O)c3ccccc3oc2=O)CC1,7,-1%,-14%
CCc1nc2ccc(C(=O)NCc3ccccc3OC)cn2c1N(C=O)CCC(C)C,-9,0%,-13%
CN(Cc1ccccc1)C(=O)CSc1nnc(-c2ccco2)n1-c1ccccc1,-16,-12%,4%

Given with values under each structure: part of the list above
Results follow in this order: IL-1B inflam inh, MCF10A rereplic, KB-3-1 cytotox, S2 tox, SW480 rerep, KB-V1 MDR tox, HT1080-NT tox, HT1080 IDH1KD tx, ATXN2 expr inh
- Cc1cc(-c2c(C)[nH]n(-c3ccc(Cl)cc3)c2=O)n(-c2ccc(Cl)cc2)n1
  42, 2%, 2%, i, -3%, 0%, -25%, ?, 4%
- COc1ccccc1C1CC(c2ccccc2)=NN1C(=S)Nc1ccccc1 (configuration not stated)
  0, ?, -5%, i, 1%, -26%, 2%, -13%, /
- Cc1cc(Cl)ccc1OCC(=O)OCC(=O)Nc1ccc(Cl)cn1
  8, /, -3%, i, /, 5%, 0%, -1%, /

More results
SMILES	IL-1B inflam inh	MCF10A rereplic	KB-3-1 cytotox	S2 tox	SW480 rerep	KB-V1 MDR tox	HT1080-NT tox	HT1080 IDH1KD tx	ATXN2 expr inh
COc1ccc(CN(C)CC(O)COc2ccc(-c3ccccc3)cc2)cc1OC (configuration not stated)	-71*	?	?	/	?	-15%	?	21µM*	?
CC(C)(C)CN1C(=O)C(=O)NC[C@@H]1CC1CCCCC1	-4	/	0%	i	/	-24%	21%	8%	13%
COc1ccc(C(=O)NCc2ccc3c(c2)CCO3)cc1	0	2%	-1%	i	-4%	-6%	-2%	0%	/
COCC(C)NS(=O)(=O)c1ccc(OC)cc1 (configuration not stated)	0	0%	1%	i	3%	9%	-1%	9%	11%
NC(=O)c1c(NC(=O)C2CCCO2)sc2c1CCCCC2 (configuration not stated)	0	23%	?	i	-2%	-2%	9%	3%	49%[activator]
N=c1sccn1CC(=O)NC(=O)NC1CCCC1	12	-3%	3%	i	-2%	29%	12%	9%	-5%
COc1ccc(NC(=O)CSc2nnc3n2CCCCC3)cc1	-15	-2%	0%	/	-2%	-6%	-2%	-14%	-11%
COc1ccc(NC(=O)c2ccccc2NS(C)(=O)=O)cc1OC	0	-3%	-19%	i	-1%[9.22 µM]	9%	-7%	-2%	4%
Cc1ccc(S(=O)(=O)c2nc(S(C)(=O)=O)sc2NCC2CCCO2)cc1 (configuration not stated)	-18	12%	-7%	i	5%	-2%	1%	3%	-1%
Nc1ccc(C(=O)NCc2ccccc2)cc1	0	-4%	1%	/	5%	-4%	?	11%	/
CC1CCCN(C(=O)c2ccc(NC(=O)CC3SC(N4CCCC4)=NC3=O)cc2)C1 (configuration not stated)	11	-2%	3%	i	-5%	?	0%	3%	7%
CCOc1ccc(NC(=O)c2ccc(-c3ccccc3)s2)cc1	/	/	4%	i	/	-10%	/	/	4%
CCc1ccc(NC(=O)COc2ccc(Br)cn2)cc1	-6	0%	1%	i	4%	22%	1%	14%	-1%[11.3 µM]
Cc1ccccc1C(=O)NC(C)c1ccc2c(c1)CCCC2 (configuration not stated)	25	-7%	2%	i	-4%[9.22 µM]	-18%	-3%	0%	-16%
Cc1ccccc1OCc1nnc(SCC(=O)NCc2ccco2)n1C	18	-6%	0%	?	3%	22%	4%	23%	-31%[11.3 µM]
CSc1ccccc1NC(=O)c1cc(C)on1	-9	3%	7%	i	1%	-27%	17%	6%	10%
O=C(OCc1cn([C@@H]2CN(C(=O)C3CCCCC3)[C@@H](c3ccccc3)C[C@H]2O)nn1)c1ccccc1	9	/	19%	i	/	2%	5%	14%	12%
COc1ccc(S(=O)(=O)N2CCCOC2CNC(=O)C(=O)NCc2ccccc2C)cc1 (configuration not stated)	-18	/	1%	?	/	-1%	4%	0%	/
O=C(CSc1ccc(-c2ccccn2)nn1)N1CCCc2ccccc21	155	-1%	23%	i	-4%	?	-24%	?	-6%
O=C(COc1coc(CN2CCN(c3ccccc3)CC2)cc1=O)Nc1ccccc1	15	8%	-3%	i	1%	-6%	0%	8%	3%
CCCC(=O)N1CCCC(c2cc(C(=O)Nc3ccccc3)no2)C1 (configuration not stated)	-4	/	-1%	i	/	-5%	?	-28%	11µM*
COCCOC(=O)C1=C(C)NC(C)=C(C(=O)OC(C)C)C1c1cccc([N+](=O)[O-])c1 (configuration not stated)	-21	?	0%	?	9%	-28%	15%	-18%	?
CC1C(=O)CC(c2ccccc2)N(C)C1c1ccccc1 (configuration not stated)	-6	26µM*	-2%	i	0%	-2%	-26%	-1%	-21%
CC(C)(C)N(Cc1ccccc1)C(=O)c1ccc(Br)o1	-7	?	-2%	i	4%	-4%	8%	6%	-6%
Cc1cc(C)n2ncc(C(=O)NC3CCCCC3)c2n1	22	2%	0%&1%	i	-1%	0%&-21%	-1%	0%	4%
Fc1ccc(N/N=C2/CC(c3ccccc3)Oc3ccccc32)c(F)c1 (configuration not stated)	-52*	?	-14%	i	0%	-29%	-9%	-12%	18%
O=C(COC(=O)c1cccc(S(=O)(=O)N2CCCCCC2)c1)Nc1ccccc1C(F)(F)F	15	11%	0%	i	-12%	0%	-13%[9.24 µM]	1%	-4%
